Screens (PubChem)
BCR signal inh – qHTS Assay to Find Inhibitors of Chronic Active B-Cell Receptor Signaling; ABC-DLBCL IkBa-CBG/CBR reporter, luminescence ratio, 4 h; Potency, µM (series often up to 46.1 µM), for the others: at the highest dose ratio change, negative = lower green/red ratio, most hits filed as inhibitors; 340,000 compounds, 0.05% hits; active = well fitted inhibition curve with a large enough effect in the signal ratio, with a control signal flat, not every such curve was filed as active; inconclusive = small, poorly fitted or top-dose-only effect, or effect the other way, or a change in a side signal; the % refers to the signal ratio;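 note: potency is the fitted concentration of half-maximal effect; plate controls were basal doxycycline-induced cells for no effect and cells given 10 µM MG132 for full effect; MG132 reads +100%, hits lower the ratio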
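TMD8 human ABC-DLBCL cells with doxycycline-inducible IκBα–green luciferase fusion and unfused red luciferase, in 0.5% FBS medium; compounds up to 46 uM, 4 h at 37C. Green/red luminescence ratio, filter-overlap corrected, fitted to concentration-response curves.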
TSHR antag – Antagonists of the Thyroid Stimulating Hormone Receptor: HTS campaign; Thyrotropin receptor (Homo sapiens), P16473; TSHR-expressing cells, TSH-stimulated cAMP HTRF, 2 h; active compounds read low; activity change, negative = inhibition, % at 11.5 µM; 330,000 compounds, 0.2% hits;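 active = activity change below a set negative limit, meaning inhibition stronger than a set level, cut at about -70% in these data; inconclusive = activity change between two set negative limits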; note: % is set by controls: 0 for no effect and ±100 for the full control effect
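TSHR-expressing cells were treated with compounds, then stimulated with TSH at EC80 (4nM final) for 2 hours at 37 deg C. Cellular cAMP was measured by HTRF competition between lysate cAMP and cAMP-d2 for a cryptate-labelled anti-cAMP antibody.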
a7 integrin act – qHTS for Activators of Integrin-Mediated Alleviation for Muscular Dystrophy; Potency, µM (top dose mostly 38.3 µM), for inactives: at the highest dose activation, most hits filed as activators; alpha7betagal myoblasts, beta-gal FDG fluorescence, 48 h; 350,000 compounds, 0.064% hits;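 note: potency is the fitted concentration of half-maximal effect; 100% = response of the positive control SU9516; nearly all actives have a fitted effect of over 60% in size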
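Alpha7betagal+/- myoblasts (passage 13) were plated 16-24 hr, then exposed to compounds (1:260 dilution of DMSO stock) for 48 hours at 37C. After MPER lysis, β-galactosidase reporter activity was read as FDG fluorescence (ex 480/em 540) after 30 minutes.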
Mito fusion act – qHTS Assay for Small Molecule Inhibitors of Mitochondrial Division or Activators of Mitochondrial Fusion. S. cerevisiae fusion-defective mutant growth rescue, CellTiterGlo 48 h. Potency, µM (titrated, usually from 46.1 µM), for the others: top-dose growth rescue (activation), hits mostly activators. 320,000 compounds, 0.23% hits. AID 485298, 2010;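 note: potency is the fitted concentration of half-maximal effect; % of control where 0% means no effect; nearly all actives have a fitted effect of over 45% in size; temperature-sensitive fusion mutants such as fzo1-1 at 37 °C on non-fermentable ethanol glycerol medium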
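Compounds are tested for their ability to restore growth of mitochondrial fusion-defective yeast strains at non-permissive 37C in YPEG medium over 48 hours. Viability is quantified by luciferase luminescence.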
Tb PFK block – qHTS Assay to Find Inhibitors of T. brucei phosphofructokinase; ATP-dependent 6-phosphofructokinase (Trypanosoma brucei brucei), O15648; T. brucei PFK, ADP-Glo luminescence; Potency, µM (highest dose often 57.5 µM), inactives show at the top dose activity, negative = inhibition, hits mostly inhibitors; 330,000 compounds, 0.17% hits; AID 485367, 2010;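 note: potency is the fitted concentration of half-maximal effect; 0% = uninhibited 1x PFK enzyme wells and -100% = no-enzyme wells; nearly all actives have a fitted effect of over 60% in size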
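Compounds were pin-transferred as a titration series up to 57 uM into substrate buffer (0.5 mM F6P, 0.1 mM ATP, pH 8.0), then 1.25 nM PFK was added and reactions ran 45 min before ADP-Glo detection.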
TCR activator – Activators of T cell receptors: qHTS campaign; Potency, µM (top dose mostly 9.22 µM), inactives show top-dose activation of IL-2 secretion, hits mostly activators; primary human leukocytes, anti-CD3, IL-2 HTRF, 48 h; 330,000 tested, under 10 active; note: % of control where 0% means no effect
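Activity was scored as IL-2 release from primary human leukocytes given only a TCR signal (a-CD3 beads) plus compound for 48 hr. Detection used a two-antibody HTRF format read at 665nm.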
A-T KAP1 phos – qHTS Assay for Identifying a Potential Treatment of Ataxia-Telangiectasia; 320,000 compounds, 0.19% hits; Potency, µM (highest dose often 57.5 µM), for inactives: top-dose activation, hits mostly activators; […] A-T fibroblasts, KAP-1 phosphorylation AlphaLISA; neocarzinostatin DNA damage 30 min before lysis; note: potency is the fitted concentration of half-maximal effect; % of control where 0% means no effect; nearly all actives have a fitted effect of over 45% in size
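hTERT-immortalized A-T patient fibroblasts ([…]), 500 cells/well in OPTI-MEM, 1% FBS, got compounds for 60 min, then NCS for 30 min at 37C. Lysates were then assayed for phospho-KAP-1 by AlphaLISA (anti-pKAP1 donor, anti-KAP1 acceptor beads), 6 hr at 25C.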
ELG1 repair inh – qHTS screen for small molecules that inhibit ELG1-dependent DNA repair in human embryonic kidney (HEK293T) cells expressing luciferase-tagged ELG1; 330,000 compounds, 2.3% hits; Potency, µM (titrated, usually from 46.1 µM), without a hit: top-dose activity change, negative = inhibition, actives largely listed as inhibitors; AID 504467, 2011; HEK293T ELG1-luciferase reporter, luminescence, 16 h; DNA damage induced by 5-fluorouridine; note: potency is the fitted concentration of half-maximal effect; % is set by controls: 0 for no effect and ±100 for the full control effect; nearly all actives have a fitted effect of over 55% in size
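Step one: seed 2,000 cells per well. Step two: pin-transfer compound or DMSO alongside 5-fluorouridine. Step three: incubate 16 hr, 37 °C, 5% CO2. Step four: add ONE-Glo, wait 30 min, read luminescence.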
Eya2 phos inh – qHTS Assay for Inhibitors of the Phosphatase Activity of Eya2 | Protein phosphatase EYA2 (Homo sapiens), O00167 | recombinant Eya2, OMFP fluorescence dephosphorylation (OMFP is methylfluorescein phosphate) | Potency, µM (doses to about 76.9 µM), for inactives: top-dose activity, negative = inhibition, hits mostly inhibitors | 330,000 compounds, 0.006% hits | AID 488837, 2010; note: potency is the fitted concentration of half-maximal effect; % is set by controls: 0 for no effect and ±100 for the full control effect
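Eya2 protein (added as 0.2 uM solution) was preincubated with compound for 10 min at ambient temperature in 50 mM HEPES pH 7.5, 50 mM NaCl, 5 uM MgCl2, 0.05% BSA, 1 mM DTT. OMFP (added at 50 uM) then reacted 10 min; fluorescence read at 485/525 nm.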
ASM inhibitor – Inhibitors of Secretory Acid Sphingomyelinase (S-ASM): qHTS. 340,000 compounds, 0.006% hits. placental ASM, HMU-PC fluorogenic substrate, 60 min. Sphingomyelin phosphodiesterase (Homo sapiens), P17405. Potency, µM (titrated, usually from 57.5 µM), inactives show at the top dose activity change, negative = inhibition, actives largely listed as inhibitors; note: potency is the fitted concentration of half-maximal effect
Target sequence (P17405 47-631 limits assumed): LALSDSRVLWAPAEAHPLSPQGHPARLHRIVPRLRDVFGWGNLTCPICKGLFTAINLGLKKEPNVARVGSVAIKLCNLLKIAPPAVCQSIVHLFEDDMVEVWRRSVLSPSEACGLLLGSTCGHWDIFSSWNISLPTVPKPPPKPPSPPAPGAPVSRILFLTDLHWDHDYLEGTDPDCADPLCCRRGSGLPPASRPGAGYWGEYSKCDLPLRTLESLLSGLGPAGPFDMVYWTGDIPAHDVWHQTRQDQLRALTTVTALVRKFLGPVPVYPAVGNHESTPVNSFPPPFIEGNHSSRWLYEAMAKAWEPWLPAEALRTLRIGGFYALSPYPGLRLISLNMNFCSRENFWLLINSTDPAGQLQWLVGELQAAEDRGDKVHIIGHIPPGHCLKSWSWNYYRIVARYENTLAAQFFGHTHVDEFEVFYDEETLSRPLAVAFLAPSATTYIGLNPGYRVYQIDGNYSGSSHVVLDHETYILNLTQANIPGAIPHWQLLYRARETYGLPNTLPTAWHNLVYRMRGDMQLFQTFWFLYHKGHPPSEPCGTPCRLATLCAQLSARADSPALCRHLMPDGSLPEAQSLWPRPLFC
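Steps: dispense placental human ASM, pin compound, wait 10 min at room temperature, add HMU-PC0 substrate at 9 uM final, incubate 60 min at 37 °C, add stop solution raising pH to 10, read fluorescence.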
PTAP TSG101 blk – qHTS Assay for Iinhibitors of HIV-1 Budding by Blocking the Interaction of PTAP/TSG101; 340,000 tested, under 10 active; Fluorescence polarization, FITC-PTAP peptide / Tsg101 binding; Potency, µM (series often up to 115 µM), inactives show at the top dose activity change, negative = inhibition, hits mostly inhibitors; Tumor susceptibility gene 101 protein (Homo sapiens), Q99816; active = well fitted inhibition curve with a large enough effect in the main read-out, with a control signal flat, not every such curve was filed as active; inconclusive = small, poorly fitted or top-dose-only effect, or effect the other way, or a change in a side signal; inactive = no such curve, though single readings can be large or run the other way; note: potency is the fitted concentration of half-maximal effect; % of control where 0% means no effect
Target sequence (Q99816 whole entry, looked up): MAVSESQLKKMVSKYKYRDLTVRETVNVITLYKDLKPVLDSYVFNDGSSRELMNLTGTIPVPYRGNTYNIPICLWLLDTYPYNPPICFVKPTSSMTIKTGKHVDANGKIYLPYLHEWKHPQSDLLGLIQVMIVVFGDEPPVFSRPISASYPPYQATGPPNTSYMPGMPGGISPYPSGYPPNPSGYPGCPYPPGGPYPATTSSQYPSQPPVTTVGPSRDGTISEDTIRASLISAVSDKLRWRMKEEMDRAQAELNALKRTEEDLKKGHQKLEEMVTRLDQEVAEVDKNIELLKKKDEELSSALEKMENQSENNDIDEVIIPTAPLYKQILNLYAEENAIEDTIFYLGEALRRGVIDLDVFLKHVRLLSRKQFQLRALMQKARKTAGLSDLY
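Tsg101 binding domain (10 uM final) was mixed with compound and a FITC-labeled PTAP peptide (50 nM final) in HEPES pH 7.5 buffer with NaCl, Tween 20, EDTA and TCEP; fluorescence polarization was read after 20 min at r.t.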
* hit, by the source's call; ? = inconclusive; · = not tested or not shown; [ ] = another dose, or the depositor's remark. Unless noted, calls come from the whole dose curve; as a rule, active = well fitted curve in the direction sought with a large enough effect; inconclusive = small, poorly fitted or top-dose-only effect, or another doubt; inactive = no such curve, though single readings can be large; an effect the other way counts as inactive or inconclusive.

SMILES	BCR signal inh	TSHR antag	a7 integrin act	Mito fusion act	Tb PFK block	TCR activator	A-T KAP1 phos	ELG1 repair inh	Eya2 phos inh	ASM inhibitor	PTAP TSG101 blk
Cc1ccccc1NC(=S)Nc1ccccc1	2%	-7	-10%	-13%	2%	·	3%	-15%	-1%	-3%	0%
NNc1nc2c(-c3ccc(Cl)cc3)nnn2c2ccccc12	?	-5	10%	-1%	11%	8%	11%	?	-6%	206%[activator]	0%
O=C1CC(C(=O)N(c2ccccc2)C(C(=O)NC2CCCC2)c2ccncc2)CS1 (stereo not given)	3%	9	15%	3%	0%	4%	3%[11.5 µM]	15%	-6%	-2%	-4%
C[C@H](NC(=O)N1CCn2c1nc1ccccc12)C(=O)NCc1ccc2c(c1)OCO2	?	4	-16%	0%	1%	-2%	2%	0%	8%	-1%	-4%
O=C(OCC(=O)N1CCc2ccccc2C1)c1cccnc1Cl	-13%	0	-7%	2%	-2%	-3%	-7%	?	5%	-2%	0%
COc1cc(-c2nnc(SCC(=O)NC3CCCC3)n2C)cc(OC)c1O	0%	-7	22%	-1%	-1%	3%	2%	-6%	10%	1%	-1%
COc1ccc(C)cc1NC(=O)CN(C)C1CCCCC1	2%	-13	13%	-3%	-1%	-2%	4%	0%	7%	6%	-2%
Oc1ccc(-c2[nH]ncc2-c2nc3ccccc3s2)c(O)c1	?	-17	-10%	-3%	-1%	-6%	0%	-19%	13%	-1%	-1%
CCOC(=O)C1CCN(C2CCN(C(=O)c3oc4c(F)cccc4c3C)CC2)CC1	1%	-6	-6%	?	1%	17%	0%	-23%	-12%	9%	-3%
O=C(CN1C(=O)COc2ccccc21)N(Cc1ccccc1)Cc1ccccn1	5%	10	11%[7.66 µM]	3%	2%	2%	-5%	-9%	3%	-6%	-7%
O=C(O)C1CN(c2nc(Cl)ccc2[N+](=O)[O-])C1	-5%	-7	0%	0%	-12%	6%	0%	10%	-1%	-1%	0%
O=C(CSc1ncccn1)NCc1ccccc1Cl	5%	16	2%	13%	-7%	·	14%	?	-1%	5%	·
COc1ccccc1NC(=O)N1CCc2[nH]c3ccc(F)cc3c2C1	?	-4	16%	-6%	-8%	2%	2%	?	-7%	-9%	-2%
Cc1c(S(=O)(=O)NC2CCCCCC2)c(=O)n(C)c(=O)n1C	2%	-7	0%	1%	-5%	-4%	3%	?	11%	·	-5%
O=C(CN1C(=O)C(=O)N(Cc2ccccc2)C1=O)Nc1cc(Cl)cc(Cl)c1	?	-12	-26%	-11%	-15%	-1%	10%	10%	11%	-10%	-3%
Cc1cc(-c2nnc(CCC(=O)NCc3cc(F)cc(C(F)(F)F)c3)o2)no1	1%	5	15%	3%	-5%	1%	20%	?	-5%	·	-1%
CC(NS(=O)(=O)c1cccc(Cl)c1)C(=O)Nc1ccc(-c2nc3ccccc3s2)cc1 (stereo not given)	3%	-9	2%	-2%	0%	4%	3%	?	-27%	?	-1%
CC(C)C(NC(=O)c1c(F)cccc1F)C(=O)N1CCN(c2ccccc2F)CC1 (stereo not given)	-1%	1	30%	17%	1%	-3%	9%	-2%	5%	5%	2%
CC12COC3(C(=O)Nc4ccccc4F)CC1CCC32C (stereo not given)	4%	-3	9%	4%	2%	-6%	6%	2%	3%	-1%	-1%
Cc1[nH]ccc(=O)c1Oc1ncc(C(F)(F)F)cc1Cl	-13%	7	0%	4%	5%	-2%	2%	6%	12%	-5%	-3%
COc1ccc(-c2cc(C(=O)N3CCc4ccccc4C3)no2)cc1	-24%	-13	?	-8%	-2%	3%	5%	7%	0%	2%	-4%
Cc1ccc(C(=O)Nc2cc(=O)n(C)c(=O)n2C)o1	?	3	-21%	-1%	0%	0%[46.1 µM]	·	15%	-15%	4%	1%
Cc1ccc(NC(=O)N2CCCCC2)cc1[N+](=O)[O-]	1%	7	-5%	1%	-9%	6%	-11%	3%	?	2%	-3%
CC(CCc1ccccc1)NC(=O)COC(=O)C1CCC(C(C)(C)C)CC1 (stereo not given)	1%	-14	9%	0%	-3%	1%[46.1 µM]	9%	15%	-13%	-2%	-2%
CC(C)c1nc2sc3c(=O)[nH]c(=S)[nH]c3c2c2c1CCC2	?	-9	·	13µM*	-24%	-16%[46.1 µM]	-3%	5%	5%	·	·
CC(C)(C)c1cc(=O)n2c(C#N)c(C#N)nc2[nH]1	9%	0	8%	3%	1%	-5%	1%	16%	2%	13%	-12%
Cc1ccccc1CC1(CO)CCCN(C(=O)CCN2CCCO2)C1 (stereo not given)	-1%	-6	-10%	-6%	1%	8%	8%	?	3%	-2%	-7%
O=C(NC(=S)Nc1cccnc1)c1cc2ccccc2o1	?	-7	-6%	-17%	5%	-3%[46.1 µM]	-1%	?	-2%	8%	-3%
COc1ccccc1NC(=O)CSc1ccc2nnc(-c3ccccn3)n2n1	8%	-2	14%	-1%	-3%	-7%	-1%	-1%	-3%	4%	0%
CCn1c(SCC(=O)N2CCCC2=O)nnc1-c1cccs1	2%	13	-25%	-9%	-17%	3%	9%	12%	5%	2%	-3%
CC(C)(C)C(=O)Nc1cc2nn(-c3ccccc3)nc2cc1Cl	?	-15	?	3%	-7%	6%	-2%	?	-16%	-2%	2%
CN1CCN(CCCC(=O)c2ccc(C3CCCC3)cc2)CC1	?	6	?	-3%	5%	1%[46.1 µM]	-2%	36%	-1%	-11%	-3%
O=C(/C=C/c1ccc(S(=O)(=O)N2CCOCC2)cc1)Nc1cc(F)ccc1F	?	-9	-24%	·	3%	0%	7%	?	-9%	-15%	-1%
CCOc1cc(S(=O)(=O)NCc2ccncc2)ccc1Cl	-10%	-31	-43%	-3%	0%	-3%	-1%	?	19%	-1%	-9%
N=c1ccn2c(n1)OC1C(O)C(CO)OC12 (stereo not given)	1%	5	-53%[inhibitor]	4%	-2%	0%	-11%	-14%	15%	5%	-7%
CN(C(=O)CSc1nnc(COc2ccccc2F)n1N)C1CCS(=O)(=O)C1 (stereo not given)	6%	11	0%	4%	-12%	4%	-5%	5%	-6%	-3%	-8%
COc1ccc(-c2cn(Cc3ccc(C)cc3)nn2)cc1	8%	5	6%	-1%	2%	-1%	-3%	?	-1%	2%	·
COc1ccc(NC(=O)COC(=O)c2c(C)noc2C)c(OC)c1	-6%	-3	13%	0%	-4%	-3%	1%	-8%	1%	7%	-2%
O=C1/C(=C/c2ccccn2)SC(=S)N1CCc1ccccc1	7%	-3	-8%	-1%	2%	10%	3%	?	1%	3%	-10%
CN(C)CCC#CC(O)(c1ccccc1)c1ccccc1	-13%	6	-19%	-8%	3%	-3%[46.1 µM]	8%	9%	1%	3%	-4%
COCCNC(=O)C1c2cc(OC)c(OC)cc2C(=O)N(C)C1c1cccnc1 (stereo not given)	-6%	-12	10%	-2%	-3%	-5%	2%	9%	-11%	-5%	-6%
